Screening data as filed in PubChem BioAssay.
STAT3 activator = STAT3 signaling activation; activation (% of control), % at 5.6 µM; 190,000 tested, 0.91% active; AID 871; U3A cells, IL-6 STAT3-luciferase reporter, luminescence; 100% = signal with IL-6 EC80 alone;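 active = activation above the screen-wide mean of compound activation plus 3 SD, cut at about 130% in these data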;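 also: 0% = background luminescence of wells with medium and substrate only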
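Assay system – human STAT1-deficient U3A cells with stable STAT3-luciferase reporter · Also added – IL-6 (33 ng/mL) · Schedule – compound 1 h, then IL-6 6 h at 37 °C · Technique – reporter luminescence signal · Evaluation – % activation versus median of IL-6-stimulated wells · Benchmarks – IL-6-only wells as 100% reference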
Diaph inh CS = counter-screen for diaphorase-based assays: diaphorase inhibitors and chemical oxidizers; inhibition, % at 20 µM; diaphorase resazurin-to-resorufin fluorescence, NADH, 16 min; bacterial (C. kluyveri) enzyme, not human; 190,000 tested, 0.69% active;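 active = primary screen inhibition at 20 µM above a set limit, cut at about 50% in these data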;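 also: plate controls were DMSO with full reaction for no effect and wells lacking NADH for full effect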
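Test system: bacterial diaphorase enzyme (C. kluyveri); Quantity: 0.14 U/mL diaphorase, enzyme working solution; Times: reaction incubation of 16 min at room temperature; Measured by: fluorescence of resorufin formed from resazurin, Ex 544/Em 590 nm; Benchmarks: positive control minus NADH, DMSO neutral control.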
STAT1 blocker = STAT1 signaling inhibition; NIH 3T3 STAT1-luciferase reporter, IFN-gamma, luminescence; inhibition, % at 5.5 µM; 200,000 tested, 0.35% active; AID 920;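 active = inhibition above a set limit, the mean inhibition across all tested compounds plus 3 SD, cut at about 34% in these data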;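 also: 0% = IFN-gamma with DMSO and 100% = IFN-gamma with 300 µM nifuroxazide; values of inactives mirror those of a sister screen read the other way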
TLR4-MyD88 BLA = TLR4-MyD88 interaction inhibition in cells; inhibition, % at 8.4 µM; HeLa CL3-4 TLR4/MyD88 BLA complementation, FRET ratio; O00206+Q99836; 200,000 tested, 0.18% active; in the data active = inhibition above about 25%;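 also: 0% = vehicle and 100% = reference inhibitor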
STAT1 activator = increases IFN-gamma driven STAT1 reporter signal. NIH 3T3 STAT1-luciferase reporter, luminescence; 100% = IFN-gamma alone, no compound. activation (% of control), % at 5.5 µM. 200,000 tested, 2.6% active;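 active = activation above the screen-wide mean activation plus 3 SD, cut at about 130% in these data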;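 also: raw ratio to IFN-gamma control signal so 100% means no change and 0% no light; values of inactives mirror those of a sister screen read the other way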
G6PDH CS = L. mesenteroides G6PDH inhibition counter-screen | Purified L. mesenteroides G6PDH, diaphorase/resazurin coupled fluorescence, 45 min | inhibition, % at 5 µM | 200,000 tested, 0.12% active; in the data active = inhibition above about 50%
Hsp70 activator = transcriptional activators of Hsp70; HeLa Hsp70 promoter luciferase reporter, luminescence; scaled: vehicle 0, proteasome-inhibitor control 100%; activation, % at 10 µM; 200,000 tested, 0.04% active; AID 1203;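 active = activation above the mean across all tested compounds plus 3 SD, cutoff set per campaign, cut at about 5.5% in these data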;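 also: 100% = MG132 at 30 µM as the positive control and 0% = DMSO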
STAT3 inh = STAT3 signaling inhibition; U3A cells, IL-6 STAT3-luciferase reporter, luminescence; host cell line lacks STAT1; inhibition, % at 5.5 µM; 190,000 tested, 0.89% active; AID 862;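 active = inhibition above the mean inhibition across all screened compounds plus 3 SD, cut at about 44% in these data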;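 also: 0% = DMSO only wells and 100% = 100 µM nifuroxazide control wells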
Diaph act CS = activates diaphorase or chemically reduces, flagging diaphorase assay artifacts. Diaphorase/resazurin coupled assay, resorufin fluorescence, 16 min; active compounds read high; 1 = vehicle wells, 0 = NADH-free wells. activation factor at 20 µM. 190,000 tested, 0.005% active. AID 1229;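 active = diaphorase activity raised at least twofold by the compound at 20 µM; inactive = activation factor below 2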
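Assay system: Purified diaphorase enzyme from Clostridium kluyveri | Amount: Enzyme 0.07 U/mL final | Dosing: Compound 20 µM once, DMSO 1% | Timing: 16 min reaction at room temperature | Detection: Fluorescence, excitation 544 nm and emission 590 nm | Evaluation: Higher resorufin formation from activation or reduction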
APP transl inh = APP translation inhibition | SH-SY5Y APP 5'UTR-luciferase reporter, luminescence | inhibition, % at 2 µM | 190,000 tested, 0.82% active;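 active = inhibition above a set limit, derived from the sample mean plus 3 SD, cut at about 45% in these data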; also: values of inactives mirror those of a sister screen read the other way
* = called active by the depositor; · = no result given.

SMILES	STAT3 activator	Diaph inh CS	STAT1 blocker	TLR4-MyD88 BLA	STAT1 activator	G6PDH CS	Hsp70 activator	STAT3 inh	Diaph act CS	APP transl inh
CCCCNC(=O)COC(=O)c1ccc(NC(C)=O)cc1	101	-1	-4	10	102	-4	-0.4	0	1	-10
C=CCn1c(SCc2cc(C(C)=O)ccc2OCC)nc2ccccc2c1=O	106	18	-11	7	110	16	-0.4	-3	0.8	93*
CCN(C(=O)COC(=O)c1ccccc1SCC(=O)NC1CCCCCCC1)C1CCS(=O)(=O)C1 (centres undefined)	107	15	-7	9	106	12	-0.3	-4	0.8	2
Cc1cnc(NC(=O)Cc2c[nH]c3ccccc23)s1	109	0	-2	-15	102	0	0.1	-6	1	-24
CCCC(=O)Oc1c(S(=O)(=O)c2ccc(C)cc2)c(C)nn1C(C)(C)C	118	22	-6	-10	105	5	-0.2	-19	0.8	8
COc1ccc(CNC(=O)C2CCCN(S(=O)(=O)c3c(C)n[nH]c3C)C2)cc1 (centres undefined)	100	13	23	-12	79	4	-0.2	6	0.9	2
CCCOc1ccccc1NC(=O)Nc1ccccc1Cl	93	6	1	2	100	-1	2.5	17	0.9	9
COc1ccc(CCNC(=O)CSc2ccccn2)cc1	95	-14	-10	-3	108	2	-0.2	10	1.1	-18
Cc1ccccc1NC(=O)CCN1CCN(Cc2ccccc2)CC1	98	6	-7	-3	108	4	0.1	6	0.9	4
O=C(N/N=C/c1ccc2c(c1)OCO2)c1cc(-c2ccncc2)nc2ccccc12	110	20	-2	-7	102	-3	-0.2	-9	0.8	67*
CC(=O)c1ccc(NC(=O)CN2C(=O)/C(=C/C(C)=C/c3ccccc3)SC2=S)cc1	102	16	-4	-2	104	-5	-0.1	-1	0.8	-20
COc1ccc(C(=O)Nc2ccc(C)cc2C(=O)c2ccccc2)c(OC)c1	92	26	10	-1	91	-22	-0.4	8	0.7	-21
Cc1c(N2C(=O)c3cccc4cccc(c34)C2=O)c(=O)n(-c2ccccc2)n1C	106	-6	9	9	90	14	-0.3	-7	1.1	19
Cc1ccccc1NC(=O)C1Cc2ccccc2CN1C(=O)OCc1ccccc1 (centres undefined)	108	14	1	-4	99	0	0.0	-12	0.9	-20
CCOC(=O)N1CCC(NC(=O)c2ccc(CO)c(C(=O)NC3CCN(C(=O)OCC)CC3)c2)CC1	96	6	-3	-6	105	2	0.0	10	0.9	-4
COc1cccc(Nc2ncnc3c2cnn3-c2cccc(C)c2)c1	84	28	-28	-23	126	-2	-0.2	22	0.7	-52
O=S(=O)(c1cccc2nonc12)N1CCN(c2ccc(F)cc2)CC1	93	·	-1	-7	100	3	-0.3	13	·	11
COc1ccc(Cn2c(-c3ccccc3)nc3c(c(=O)c4ccccc4n3C)c2=O)cc1	97	3	-1	-9	101	-11	-0.3	3	1	4
Cc1ccc(C)c(Nc2ccc(C(=O)NCCc3ccccc3)cn2)c1	89	10	-5	0	104	-10	-0.3	13	0.9	·
COc1ccc(OC)c(-c2csc(CCn3nc(C)cc3C)n2)c1	97	6	0	9	99	4	-0.4	8	0.9	-5
COC(=O)c1[nH]c2ccc(C)cc2c1NC(=O)c1ccccc1[N+](=O)[O-]	104	30	3	-2	97	2	-0.5	-4	0.7	5
COCCn1c(SCC(=O)Nc2nc3ccccc3s2)nnc1-c1ccoc1C	100	·	12	4	89	·	0.2	4	·	-3
CC(=O)c1c(C)nc(-c2ccccc2)nc1NC(=O)Cc1ccccc1	95	-3	2	7	97	5	0.0	12	1	-15
O=C(Nc1ccc(F)c(Cl)c1)C1CCN(S(=O)(=O)c2cccnc2)CC1	103	-4	7	-3	93	13	-0.3	1	1	15
O=C(O)C1CCC(N2C(=O)C3C4CCC(C4)C3C2=O)CC1 (centres undefined)	103	22	-6	-9	104	3	0.0	9	0.8	-5
COc1ccc(NC(=O)CCc2c(C)nc3nc(C)nn3c2C)cc1	104	10	6	-14	94	0	-0.3	0	0.9	-12

One compound at a time (already shown). Screens in order: STAT3 activator	Diaph inh CS	STAT1 blocker	TLR4-MyD88 BLA	STAT1 activator	G6PDH CS	Hsp70 activator	STAT3 inh	Diaph act CS	APP transl inh
Profile of CCOC(=O)N1CCC(NC(=O)c2ccc(CO)c(C(=O)NC3CCN(C(=O)OCC)CC3)c2)CC1 → 96	6	-3	-6	105	2	0.0	10	0.9	-4
Profile of O=C(Nc1ccc(F)c(Cl)c1)C1CCN(S(=O)(=O)c2cccnc2)CC1 → 103	-4	7	-3	93	13	-0.3	1	1	15

Molecules from the list above that contain four or more nitrogen atoms:
SMILES	STAT3 activator	Diaph inh CS	STAT1 blocker	TLR4-MyD88 BLA	STAT1 activator	G6PDH CS	Hsp70 activator	STAT3 inh	Diaph act CS	APP transl inh
COc1ccc(CNC(=O)C2CCCN(S(=O)(=O)c3c(C)n[nH]c3C)C2)cc1 (centres undefined)	100	13	23	-12	79	4	-0.2	6	0.9	2
O=C(N/N=C/c1ccc2c(c1)OCO2)c1cc(-c2ccncc2)nc2ccccc12	110	20	-2	-7	102	-3	-0.2	-9	0.8	67*
CCOC(=O)N1CCC(NC(=O)c2ccc(CO)c(C(=O)NC3CCN(C(=O)OCC)CC3)c2)CC1	96	6	-3	-6	105	2	0.0	10	0.9	-4
COc1cccc(Nc2ncnc3c2cnn3-c2cccc(C)c2)c1	84	28	-28	-23	126	-2	-0.2	22	0.7	-52
O=S(=O)(c1cccc2nonc12)N1CCN(c2ccc(F)cc2)CC1	93	·	-1	-7	100	3	-0.3	13	·	11
COCCn1c(SCC(=O)Nc2nc3ccccc3s2)nnc1-c1ccoc1C	100	·	12	4	89	·	0.2	4	·	-3
COc1ccc(NC(=O)CCc2c(C)nc3nc(C)nn3c2C)cc1	104	10	6	-14	94	0	-0.3	0	0.9	-12

Rows were taken by chance. Share with any hit: about 6.1%.
